From PubChem
STAT1 act = activators of IFN-gamma induced STAT1 signaling. NIH 3T3 STAT1-luciferase reporter, luminescence; 100% = IFN-gamma alone, no compound. activation (% of control), % at 5.5 µM. 200,000 tested, 2.6% active. AID 932;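 active = activation above the screen-wide mean activation plus 3 SD, cut at about 130% in these data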;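 also: raw ratio to IFN-gamma control signal so 100% means no change and 0% no light; values of inactives mirror those of a sister screen read the other way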
STAT3 act = STAT3 signaling activation; U3A cells, IL-6 STAT3-luciferase reporter, luminescence; 100% = signal with IL-6 EC80 alone; activation (% of control), % at 5.6 µM; 190,000 tested, 0.91% active; AID 871;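 active = activation above the screen-wide mean of compound activation plus 3 SD, cut at about 130% in these data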;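 also: 0% = background luminescence of wells with medium and substrate only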
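Test system: human U3A cells carrying STAT3-luciferase construct; control set: IL-6-only wells as 100% reference; timing: compound pre-incubation 1 h before IL-6, then 6 h stimulation at 37 °C; also added: IL-6 stimulus at 33 ng/mL final; evaluation: % activation versus median of IL-6-stimulated wells; detection: reporter luminescence signal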
STAT1 inh = STAT1 signaling inhibition; NIH 3T3 STAT1-luciferase reporter, IFN-gamma, luminescence; 200,000 tested, 0.35% active; inhibition, % at 5.5 µM;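 active = inhibition above a set limit, the mean inhibition across all tested compounds plus 3 SD, cut at about 34% in these data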;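 also: 0% = IFN-gamma with DMSO and 100% = IFN-gamma with 300 µM nifuroxazide; values of inactives mirror those of a sister screen read the other way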
G6PDH counter = inhibits Leuconostoc G6PDH, flagging false hits in G6PDH-based assays. Purified L. mesenteroides G6PDH, diaphorase/resazurin coupled fluorescence, 45 min. inhibition, % at 5 µM. 200,000 tested, 0.12% active. AID 1020; in the data active = inhibition above about 50%
Hsp70 activator = transcriptional activators of Hsp70; HeLa Hsp70 promoter luciferase reporter, luminescence; scaled: vehicle 0, proteasome-inhibitor control 100%; activation, % at 10 µM; AID 1203; 200,000 tested, 0.04% active;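 active = activation above the mean across all tested compounds plus 3 SD, cutoff set per campaign, cut at about 5.5% in these data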;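 also: 100% = MG132 at 30 µM as the positive control and 0% = DMSO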
APP transl inh = APP translation inhibition; SH-SY5Y APP 5'UTR-luciferase reporter, luminescence; inhibition, % at 2 µM; 190,000 tested, 0.82% active; AID 1285;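 active = inhibition above a set limit, derived from the sample mean plus 3 SD, cut at about 45% in these data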; also: values of inactives mirror those of a sister screen read the other way
Diaph inh CS = diaphorase inhibition or chemical oxidation counter-screen; diaphorase resazurin-to-resorufin fluorescence, NADH, 16 min; bacterial (C. kluyveri) enzyme, not human; 190,000 tested, 0.69% active; AID 1217; inhibition, % at 20 µM;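 active = primary screen inhibition at 20 µM above a set limit, cut at about 50% in these data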;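 also: plate controls were DMSO with full reaction for no effect and wells lacking NADH for full effect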
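Test system: Clostridium kluyveri diaphorase enzyme / Quantity: diaphorase at 0.14 U/mL in enzyme working solution / Incubation: 16-min room-temperature incubation before reading / Benchmarks: NADH-free wells as positive control, DMSO-only neutral wells / Signal: resorufin fluorescence 544/590 nm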
TLR4 MyD88 comp = TLR4-MyD88 interaction inhibition in cells | O00206+Q99836 | HeLa CL3-4 TLR4/MyD88 BLA complementation, FRET ratio | inhibition, % at 8.4 µM | 200,000 tested, 0.18% active; in the data active = inhibition above about 25%;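 also: 0% = vehicle and 100% = reference inhibitor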
Target sequence (O00206 whole entry, looked up): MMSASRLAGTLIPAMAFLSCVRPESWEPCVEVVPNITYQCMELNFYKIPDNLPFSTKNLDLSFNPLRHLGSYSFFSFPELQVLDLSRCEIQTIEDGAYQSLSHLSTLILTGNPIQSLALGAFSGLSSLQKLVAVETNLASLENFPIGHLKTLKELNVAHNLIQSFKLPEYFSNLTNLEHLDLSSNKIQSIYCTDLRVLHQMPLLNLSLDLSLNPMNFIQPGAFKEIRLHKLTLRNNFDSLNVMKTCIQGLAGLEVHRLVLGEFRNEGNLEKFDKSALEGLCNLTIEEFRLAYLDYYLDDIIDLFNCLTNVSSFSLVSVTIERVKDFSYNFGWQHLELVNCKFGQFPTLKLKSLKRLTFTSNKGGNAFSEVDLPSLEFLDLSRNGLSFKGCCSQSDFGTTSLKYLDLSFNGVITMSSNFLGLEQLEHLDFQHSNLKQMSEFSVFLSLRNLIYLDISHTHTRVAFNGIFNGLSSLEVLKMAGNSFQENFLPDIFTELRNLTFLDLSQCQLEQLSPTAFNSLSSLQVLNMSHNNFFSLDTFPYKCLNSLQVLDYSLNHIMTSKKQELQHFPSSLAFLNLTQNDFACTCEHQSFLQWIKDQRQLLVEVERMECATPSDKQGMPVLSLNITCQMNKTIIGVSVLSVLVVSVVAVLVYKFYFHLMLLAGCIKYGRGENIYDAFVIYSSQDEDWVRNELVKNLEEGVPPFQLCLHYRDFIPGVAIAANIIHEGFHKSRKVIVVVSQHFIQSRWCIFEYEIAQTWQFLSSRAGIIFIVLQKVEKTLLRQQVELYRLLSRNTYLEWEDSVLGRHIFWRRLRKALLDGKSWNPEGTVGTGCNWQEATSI
Target sequence (Q99836 whole entry, looked up): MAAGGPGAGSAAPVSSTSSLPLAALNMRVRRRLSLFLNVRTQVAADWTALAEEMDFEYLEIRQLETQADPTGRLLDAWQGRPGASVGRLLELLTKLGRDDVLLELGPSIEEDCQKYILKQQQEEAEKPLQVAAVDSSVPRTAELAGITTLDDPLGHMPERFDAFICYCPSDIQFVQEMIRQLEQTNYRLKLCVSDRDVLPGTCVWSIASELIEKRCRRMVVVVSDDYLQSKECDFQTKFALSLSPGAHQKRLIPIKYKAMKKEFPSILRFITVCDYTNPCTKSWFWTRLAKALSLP
STAT3 blocker = inhibitors of IL-6 induced STAT3 signaling | U3A cells, IL-6 STAT3-luciferase reporter, luminescence; host cell line lacks STAT1 | 190,000 tested, 0.89% active | inhibition, % at 5.5 µM | AID 862;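 active = inhibition above the mean inhibition across all screened compounds plus 3 SD, cut at about 44% in these data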;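 also: 0% = DMSO only wells and 100% = 100 µM nifuroxazide control wells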
Diaphorase act = diaphorase activation or chemical reduction counter-screen; activation factor at 20 µM; Diaphorase/resazurin coupled assay, resorufin fluorescence, 16 min; active compounds read high; 1 = vehicle wells, 0 = NADH-free wells; 190,000 tested, 0.005% active;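 active = diaphorase activity raised at least twofold by the compound at 20 µM; inactive = activation factor below 2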
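test system = bacterial diaphorase enzyme (C. kluyveri) | quantity = enzyme 0.07 U/mL final | reagent = NADH substrate 0.114 mM plus resazurin dye 0.1 mM, final | incubation = 16 min enzyme reaction, ambient temperature | buffer or medium = HEPES pH 7.4 buffer with MgCl2 and Tween 20 | signal = fluorescence of resorufin, 544 nm excitation, 590 nm emission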
Active calls of the source: *. Rows were taken by chance; 6.1% or so of the library scored in one or more.

Labels used below: A = STAT1 act; B = STAT3 act; C = STAT1 inh; D = G6PDH counter; E = Hsp70 activator; F = APP transl inh; G = Diaph inh CS; H = TLR4 MyD88 comp; I = STAT3 blocker; J = Diaphorase act
compound: CC1CCN(c2nc(-c3ccccc3)c(C#N)c(=O)[nH]2)CC1
  A: 105 | B: 105 | C: -7 | D: 3 | E: -0.3 | F: 0 | G: 10 | H: 4 | I: -1 | J: 0.9

compound: CC1CC(C)CN(S(=O)(=O)c2ccc(C(=O)NCCCn3ccnc3)cc2)C1 (centres undefined)
  A: 96 | B: 99 | C: 3 | D: 6 | E: -0.1 | F: 73* | G: -8 | H: 7 | I: 7 | J: 1.1

compound: COc1ccc(C(=O)Nc2nnc(CCS(=O)(=O)c3ccc(C)cc3)s2)cc1
  A: 102 | B: 112 | C: -2 | D: 4 | E: -0.3 | F: -1 | G: 6 | H: -2 | I: -5 | J: 0.9

compound: O=C(c1ccc2c(Cl)c3c(nc2c1)CCCC3)N1CCN(c2ccc(F)cc2)CC1
  A: 94 | B: 104 | C: 7 | D: 15 | E: -0.2 | F: -23 | G: 22 | H: -5 | I: -5 | J: 0.8

compound: C=CCN(CC=C)C(=O)Cn1cnc([N+](=O)[O-])n1
  A: 105 | B: 105 | C: -5 | D: 7 | E: -0.2 | F: 2 | G: 8 | H: 6 | I: -8 | J: 0.9

compound: Cc1cc(C)c2c(-n3cccc3)n[nH]c2n1
  A: 102 | B: 87 | C: -2 | D: -2 | E: -0.3 | F: -4 | G: 14 | H: 7 | I: 20 | J: 0.9

compound: CCCOc1ccc(CC(=O)NNC(=S)Nc2ccccc2)cc1Br
  A: 113 | B: 97 | C: -9 | D: -4 | E: 0.1 | F: -12 | G: 7 | H: -1 | I: 6 | J: 0.9

compound: Cc1ccc(C(=O)NC(C)c2ccccc2)o1 (centres undefined)
  A: 96 | B: 91 | C: 3 | D: 6 | E: -0.2 | F: -22 | G: 12 | H: 12 | I: 14 | J: 0.9

compound: CCOC(=O)COc1ccc2c3c(c(=O)oc2c1C)CCC3
  A: 92 | B: 75 | C: 9 | D: -3 | E: -0.1 | F: -6 | G: 3 | H: -2 | I: 33 | J: 1

compound: c1csc(-c2nnsc2-c2nc3ccccc3[nH]2)c1
  A: 100 | B: 120 | C: 1 | D: 5 | E: -0.2 | F: 6 | G: 8 | H: 7 | I: -16 | J: 0.9

Results in STAT3 act, for two of the compounds above:
mol	STAT3 act
Cc1ccc(C(=O)NC(C)c2ccccc2)o1 (centres undefined)	91
CCOC(=O)COc1ccc2c3c(c(=O)oc2c1C)CCC3	75

Carrying on.
Every second line gives: STAT1 act | STAT3 act | STAT1 inh | G6PDH counter | Hsp70 activator | APP transl inh | Diaph inh CS | TLR4 MyD88 comp | STAT3 blocker | Diaphorase act
> COc1ccc(-c2noc(CCC(=O)NCC3CCN(Cc4cccc(C)c4)CC3)n2)cc1
    88 | 91 | 13 | -1 | -0.1 | 1 | 6 | -4 | 16 | 0.9
> CCN(CC)C(=O)c1sc(NC(=O)C(Sc2ccccc2)c2ccccc2)c(C(=O)OC(C)C)c1C (centres undefined)
    107 | 100 | -7 | 8 | 0.0 | 12 | 12 | -16 | 7 | 0.9
> CC(C)(CNc1ccc([N+](=O)[O-])cc1Cl)CNS(C)(=O)=O
    99 | 99 | 1 | 14 | -0.4 | 24 | -2 | 2 | 8 | 1
> Cc1ccc(S(=O)(=O)/N=C(\CN2CCOCC2)N2CCOCC2)cc1
    104 | 90 | -5 | 8 | -0.6 | -1 | 4 | 6 | 15 | 1
> CC1CCc2c(sc(NC(=O)CN3CCN(C(=O)c4ccco4)CC3)c2C#N)C1 (centres undefined)
    95 | 109 | 5 | 4 | -0.1 | -4 | 15 | -1 | -7 | 0.8
> COc1ccccc1NC(=O)c1ccccc1S(=O)(=O)c1ccccc1[N+](=O)[O-]
    109 | 105 | -13 | 4 | -0.4 | 8 | 16 | -4 | -1 | 0.8
> Cc1cc(C)c(NC(=O)c2ccc(S(=O)(=O)N(C)C)cc2)c(C)n1
    94 | 95 | 6 | -2 | -0.2 | 0 | 11 | -8 | 8 | 0.9
> CCC(C)NC(=O)COc1ccc(Br)c(C)c1 (centres undefined)
    108 | 100 | -9 | 4 | 0.2 | 11 | 14 | -6 | 5 | 0.9
> CCn1c(-c2cccnc2Cl)nc2cc(Cl)c(Cl)cc21
    112 | 102 | -16 | -7 | 0.3 | -16 | 14 | -8 | 7 | 0.9
> COc1cccc(Oc2coc3cc(OC(=O)N4CCOCC4)ccc3c2=O)c1
    96 | 93 | 3 | 9 | -0.4 | 3 | 18 | -8 | 13 | 0.8
> O=C(Nc1cccc2ccccc12)OCc1cncs1
    99 | 103 | 0 | 4 | -0.1 | -3 | 20 | 16 | 1 | 0.8
> NC(CO)C(O)c1ccc([N+](=O)[O-])cc1 (centres undefined)
    99 | 102 | 0 | 1 | -0.1 | -4 | 6 | 1 | -1 | 0.9
> CC1=NN(c2ccc(C)c(C)c2)C(=O)/C1=C\C=C\c1ccc([N+](=O)[O-])o1
    100 | 105 | 0 | -1 | 0.1 | 95* | -4 | 10 | 0 | 1
> CCN1C(=O)/C(=C\c2ccco2)C(C(=O)OC)=C1C
    106 | 95 | -6 | 2 | -0.7 | 6 | 7 | 0 | 13 | 0.9

As a working copy, some entries already given.
Every second line gives: STAT1 act | STAT3 act | STAT1 inh | G6PDH counter | Hsp70 activator | APP transl inh | Diaph inh CS | TLR4 MyD88 comp | STAT3 blocker | Diaphorase act
> COc1ccc(-c2noc(CCC(=O)NCC3CCN(Cc4cccc(C)c4)CC3)n2)cc1
    88 | 91 | 13 | -1 | -0.1 | 1 | 6 | -4 | 16 | 0.9
> CCN(CC)C(=O)c1sc(NC(=O)C(Sc2ccccc2)c2ccccc2)c(C(=O)OC(C)C)c1C (centres undefined)
    107 | 100 | -7 | 8 | 0.0 | 12 | 12 | -16 | 7 | 0.9
> CC(C)(CNc1ccc([N+](=O)[O-])cc1Cl)CNS(C)(=O)=O
    99 | 99 | 1 | 14 | -0.4 | 24 | -2 | 2 | 8 | 1
> Cc1ccc(S(=O)(=O)/N=C(\CN2CCOCC2)N2CCOCC2)cc1
    104 | 90 | -5 | 8 | -0.6 | -1 | 4 | 6 | 15 | 1
> CC1CCc2c(sc(NC(=O)CN3CCN(C(=O)c4ccco4)CC3)c2C#N)C1 (centres undefined)
    95 | 109 | 5 | 4 | -0.1 | -4 | 15 | -1 | -7 | 0.8
> COc1ccccc1NC(=O)c1ccccc1S(=O)(=O)c1ccccc1[N+](=O)[O-]
    109 | 105 | -13 | 4 | -0.4 | 8 | 16 | -4 | -1 | 0.8
> Cc1cc(C)c(NC(=O)c2ccc(S(=O)(=O)N(C)C)cc2)c(C)n1
    94 | 95 | 6 | -2 | -0.2 | 0 | 11 | -8 | 8 | 0.9
> CCC(C)NC(=O)COc1ccc(Br)c(C)c1 (centres undefined)
    108 | 100 | -9 | 4 | 0.2 | 11 | 14 | -6 | 5 | 0.9
